# From PubChem
# p97 inhibitor = blocks human p97 ATPase activity; 220,000 tested, 0.42% active; AID 1481; recombinant p97 ATPase, Kinase-Glo ATP luminescence, 3 h; inhibition, % at 8 µM; P55072; in the data active = inhibition above about 15%;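 note: 0% = DMSO vehicle and 100% = wells lacking enzyme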
# TbHK1 inh = T. brucei hexokinase 1 inhibition. recombinant TbHK1, G6PDH-coupled NADH A340. inhibition, % at 10 µM. 220,000 tested, 0.11% active. AID 1430;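 active = inhibition of 50% or more in the single-dose primary screen; inactive = inhibition below 50%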
# Furin inh = blocks human furin protease activity; purified furin, fluorogenic substrate cleavage; inhibition, % at 30 µM; 220,000 tested, 0.061% active; AID 463115; in the data active = inhibition above about 25%; note: inactives centre near -15
# EP2 antag = blocks the human prostaglandin E2 receptor EP2 | P43116 | C6 glioma cells expressing human EP2, cAMP TR-FRET; cells stimulated with saturating PGE2 | inhibition, % at 25 µM | 260,000 tested, 0.52% active;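 active = percent inhibition above 40 after rounding to a whole number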;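 note: rat C6 glioma host cells with rolipram phosphodiesterase inhibitor present; the protocol text gives 20 µM as final concentration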
# Target sequence (P43116 whole entry, looked up): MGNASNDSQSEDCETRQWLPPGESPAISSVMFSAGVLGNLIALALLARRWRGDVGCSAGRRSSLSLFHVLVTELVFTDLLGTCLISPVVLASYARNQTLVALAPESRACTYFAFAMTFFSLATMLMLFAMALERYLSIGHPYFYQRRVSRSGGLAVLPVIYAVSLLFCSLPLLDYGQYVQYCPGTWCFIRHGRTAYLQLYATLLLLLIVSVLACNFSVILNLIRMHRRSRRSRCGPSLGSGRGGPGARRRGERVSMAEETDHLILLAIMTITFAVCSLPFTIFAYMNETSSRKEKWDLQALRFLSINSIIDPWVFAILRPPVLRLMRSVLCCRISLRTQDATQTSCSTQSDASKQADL
# Ba/F3 V617F tox = loss of viability in JAK2V617F-driven Ba/F3 cells. Ba/F3 EpoR-JAK2V617F viability, ATP luminescence. inhibition, % at 5.6 µM. 220,000 tested, 1.1% active;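 active = inhibition above the campaign mean plus 3 SD over all tested compounds, cut at about 24% in these data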;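 note: cytokine-independent growth of Ba/F3 cells driven by EpoR plus mutant JAK2; 0% = DMSO-treated cells and 100% = JAK inhibitor I control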
# PPC-1+TRAIL kill = compounds killing PPC-1 cancer cells with TRAIL present (potentiator screen, no TRAIL-free arm); PPC-1 cells + TRAIL, ATPLite viability luminescence; cell killing (% activity), % at 4 µM; 220,000 tested, 0.41% active; AID 1443;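 active = cell killing above 50% in the first pass at 4 µM, then a duplicate retest at 5 µM averaging 50% or more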;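 note: plate controls were cells with TRAIL plus DMSO for no effect and medium-only wells lacking cells for full effect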
# RBBP9 inh = inhibitors of human serine hydrolase RBBP9; recombinant RBBP9, FP-Rh probe fluorescence polarization; AID 1515; O75884; 220,000 tested, 0.2% active; inhibition, % at 7.94 µM;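 active = inhibition above the campaign mean of all tested compounds plus 3 SD, cut at about 14% in these data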;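 note: plate controls were DMSO wells with RBBP9 for no effect and wells lacking RBBP9 protein for full effect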
# Target sequence (O75884 whole entry, looked up): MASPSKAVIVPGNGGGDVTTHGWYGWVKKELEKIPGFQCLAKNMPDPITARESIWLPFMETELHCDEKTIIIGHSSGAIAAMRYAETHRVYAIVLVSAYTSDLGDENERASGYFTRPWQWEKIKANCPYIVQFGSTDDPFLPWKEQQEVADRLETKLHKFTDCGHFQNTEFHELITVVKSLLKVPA
#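 system = RBBP9 protein | input = RBBP9 at 2.5 µM in dispensed solution, before mixing | measured by = fluorescence polarization (mP), excitation 525 nm, emission 598 nm | incubation = enzyme-compound preincubation 30 min, then probe labeling 45 min, 25 °C | buffer or medium = Tris-NaCl-Pluronic buffer, pH 8.0 | compound = single dose 7.94 µM | also added = FP-Rh probe, 375 nM dispensing solution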
# BaF3 parental = counter-screen for JAK2V617F inhibitors: parental Ba/F3 viability inhibitors | CellTiter-Glo ATP luminescence | inhibition, % at 5.6 µM | 220,000 tested, 1.1% active | AID 1486;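 active = inhibition above a per-campaign cutoff, the mean inhibition of all tested compounds plus 3 SD, cut at about 27% in these data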;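 note: 0% = DMSO wells and 100% = JAK Inhibitor I control wells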
# NCF1 inh = blocks human p47phox regulatory protein of NADPH oxidases; AID 1274; 220,000 tested, 0.53% active; inhibition, % at 24.7 µM; p47phox/p22phox peptide binding, fluorescence polarization, 2 h;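 active = inhibition above about 30%, limit read from the data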;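 note: 0% = p47phox with labelled peptide and 100% = labelled peptide alone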
# Target sequence (P14598 whole entry, looked up): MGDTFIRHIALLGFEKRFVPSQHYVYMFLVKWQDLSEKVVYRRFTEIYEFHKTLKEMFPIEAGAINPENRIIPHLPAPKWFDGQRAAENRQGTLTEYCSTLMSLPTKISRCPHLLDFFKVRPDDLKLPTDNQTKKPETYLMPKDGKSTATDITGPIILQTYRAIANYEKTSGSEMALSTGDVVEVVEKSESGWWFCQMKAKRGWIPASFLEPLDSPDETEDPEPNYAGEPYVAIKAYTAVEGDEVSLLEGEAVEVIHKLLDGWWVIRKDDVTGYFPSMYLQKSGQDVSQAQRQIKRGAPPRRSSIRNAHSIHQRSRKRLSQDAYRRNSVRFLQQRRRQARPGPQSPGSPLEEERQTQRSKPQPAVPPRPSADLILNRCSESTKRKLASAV
# Starred values were filed as active, the others as inactive; nt = not tested or not shown; & = joins results of further samples; [ ] = dose if it differs, or a comment. Not all compounds are listed (hit frequency here may not be typical).
entry	canonical_smiles	p97 inhibitor	TbHK1 inh	Furin inh	EP2 antag	Ba/F3 V617F tox	PPC-1+TRAIL kill	RBBP9 inh	BaF3 parental	NCF1 inh
1	O=C(CSC1CC(=O)N(CC(c2ccccc2)c2ccccc2)C1=O)Nc1ccc(Cl)cc1 (stereo unspecified)	-1	-1	-17[20 µM]	12	1	-7	-24	6	-11
2	CC(=O)NS(=O)(=O)c1ccc(NC(=O)c2oc3c(Cl)cccc3c2C)cc1	0	-6	-8	4	-1	0	-7	-4	-9
3	Cc1nn(C)c2c(=O)c(=O)c2n(C)[nH]1	5	-17	-26	5	-3	5	2	-3	-5
4	Cn1c(=O)c2c(SCc3ccccn3)nc(-c3ccccc3)nc2n(C)c1=O	-6	0	-9	nt	3	nt	5	2	nt
5	CC(C)Sc1nnc2n(CCc3ccccc3)c(=O)c3c4c(sc3n12)COC(C)(C)C4	-1	-3	-17[20 µM]	12	0	nt	-5	6	nt
6	O=C(Cc1ccc(Cl)cc1)Nc1ccccc1Sc1ccccc1	-4	30	-2	3	2	0	-8	6	-7
7	CCOc1ncccc1C(=O)NCc1ccc(OC)c(OC)c1	4	-2	-23	8	-3	29	8	5	-11
8	C#CCOCCOCCOCCNc1nc(N2CCOCC2)nc(N2CCN(C(=O)[C@H](Cc3cc4ccccc4[nH]3)n3cc([C@@H](N)CC(C)C)nn3)CC2)n1	2	7	-25	10	1	10	8	3	-3
9	O=[N+]([O-])c1ccc(-c2c(O)c3ccccc3c3nc4ccccc4nc23)cc1	6	-14	-13	9	-2	12	-6	3	-19
10	CCOC(=O)C1CCN(C(=S)Nc2ccc(CC)cc2)CC1	2	1	-29	1	1	14	-9	6	-2
11	Cc1cc(C)c2c(c1)C1C=CCC1C(c1ccc(S(=O)(=O)N3CCOCC3)cc1)N2 (stereo unspecified)	3	-13	-9[20 µM]	10	-1	7	-10	-2	-11
12	Cc1nn(Cc2ccccc2Cl)c(C)c1NC(=O)C1C2CCC(O2)C1C(=O)O (stereo unspecified)	-2	-10	-22[20 µM]	11	-1	-5	-2	1	-1
13	CCOc1ccc(S(=O)(=O)Nc2cccc(Cl)c2)cc1	-8	3	-15[20 µM]	6	5	nt	-9	9	nt
14	COC(=O)c1cc(C)sc1NC(=O)CCCC(=O)O	-3	-8	-24[20 µM]	8	4	20	0	4	-12
15	O=c1[nH]cnc2scc(-c3cccs3)c12	-5	-3	-15[20 µM]	12	0	33	-8	2	-13
16	O=C(O)CCCCCN1C(=O)/C(=C\c2cn(-c3ccccc3)nc2-c2cccs2)SC1=S	-14	33	-4	4	5	0	-15	0	-5
17	O=C(/C=C/c1ccc(Br)o1)NCc1ccccc1	3	-12	-33	5	-2	-6	-3	4	-16
18	CCN(CCCNC(=O)CC1Oc2ccc(C)cc2NC1=O)Cc1ccccc1 (stereo unspecified)	-1	-2	-25	5	1	24	-8	8	-5
19	COc1ccccc1OCCCOc1c(Cl)cc(C)cc1Cl	5	-2	-20	0	1	16	-5	6	-18
20	COC(=O)c1ccc(OC(=O)CCN2C(=O)C3CCCCC3C2=O)cc1 (stereo unspecified)	-1	5	-12	6	2	13	-4	8	-3

# Copied from above, nos. 13–14
entry	canonical_smiles	p97 inhibitor	TbHK1 inh	Furin inh	EP2 antag	Ba/F3 V617F tox	PPC-1+TRAIL kill	RBBP9 inh	BaF3 parental	NCF1 inh
13	CCOc1ccc(S(=O)(=O)Nc2cccc(Cl)c2)cc1	-8	3	-15[20 µM]	6	5	nt	-9	9	nt
14	COC(=O)c1cc(C)sc1NC(=O)CCCC(=O)O	-3	-8	-24[20 µM]	8	4	20	0	4	-12

# Some entries already given, limited to NCF1 inh and TbHK1 inh:
no.	SMILES	NCF1 inh	TbHK1 inh
6	O=C(Cc1ccc(Cl)cc1)Nc1ccccc1Sc1ccccc1	-7	30
7	CCOc1ncccc1C(=O)NCc1ccc(OC)c(OC)c1	-11	-2
8	C#CCOCCOCCOCCNc1nc(N2CCOCC2)nc(N2CCN(C(=O)[C@H](Cc3cc4ccccc4[nH]3)n3cc([C@@H](N)CC(C)C)nn3)CC2)n1	-3	7
9	O=[N+]([O-])c1ccc(-c2c(O)c3ccccc3c3nc4ccccc4nc23)cc1	-19	-14
10	CCOC(=O)C1CCN(C(=S)Nc2ccc(CC)cc2)CC1	-2	1

# (list continues)
entry	canonical_smiles	p97 inhibitor	TbHK1 inh	Furin inh	EP2 antag	Ba/F3 V617F tox	PPC-1+TRAIL kill	RBBP9 inh	BaF3 parental	NCF1 inh
21	O=C(COc1ccccc1)Nc1ccccc1N1CCN(c2ccc(F)cc2)CC1	6	9	-11	16	-5	21	-11	-1	-23
22	CCCCCn1c(CN2CCN(C)CC2)nc2c1c(=O)n(C)c(=O)n2C	-8	-1	-13	nt	2	-5	-1	4	1
23	CN(C)S(=O)(=O)c1cccc(C(=O)OCC(=O)Nc2sccc2C#N)c1	3	-9	-11[20 µM]	nt	-6	21	9	3	-47
24	Cc1ccc(-c2nn3c(C)nnc3c3ccccc23)cc1S(=O)(=O)NCCO	-6	1	-1	2	5	16	-8	6	3
25	COc1cc(C(=O)N2CCC(c3nc(-c4cccnc4)no3)CC2)cc(OC)c1OC	3	2	-18[20 µM]	5&9	0	3	2	8	-7
26	COc1ccc2c(c1)O[C@H](c1ccc3c(c1)OCO3)[C@@H](O)C2=O	7	3	-16	11	-7	12	1	4	7
27	Cc1cccc(N(C(=O)Nc2ccccc2)C2=NCC(C)S2)c1 (stereo unspecified)	-3	-9	-24	16	-2	16	-9	0	-13
28	c1cnc(N2CCN(Cc3ccc4c(c3)OCO4)CC2)cn1	2	-12	-31	11	1	9	-1	7	5
29	N#CCSc1ccsc1C(=O)Nc1ccc(F)cc1	-2	0	-4[20 µM]	9	5	40	8	4	0
30	CCCc1[nH]nc2c1C1(C(=O)N(CC)c3ccccc31)C(C#N)=C(N)O2 (stereo unspecified)	1	6	-20	9	-2	-2	-2	3	-10
31	CCc1ccc(C2C(C(C)=O)=C(C(=O)OC)Nc3nnnn32)cc1 (stereo unspecified)	3	-16	-18[20 µM]	22&8	1	16	-6	1	0
32	CC(NC(=O)c1cc2c(=O)n(C)c3ccccc3c2n1C)c1ccc2c(c1)OCCO2 (stereo unspecified)	-9	-5	-3	9	2	nt	1	2	nt
33	CC(=O)Nc1cccc2c1C(=O)NC2=O	5	-2	-20	10	-5	16	-4	2	-14
34	CC(C)(C)C(=O)N1CCN(c2c(Cl)cccc2[N+](=O)[O-])CC1	0	-5	-16[20 µM]	21	2	-3	-10	4	-14
35	CCn1c(CSc2nnc(-c3ccc4c(c3)OCO4)o2)nc2cc(S(=O)(=O)N(C)C)ccc21	3	-7	-22	23	-2	33	0	3	-42
36	C#CCSc1nc(C)cc(C(=O)OCC)c1C#N	-1	-15	-6	6	3	10	5	-5	-11
37	COCC(=O)Nc1ccc(C(=O)Nc2ccccc2Cl)cc1	4	-2	-10	4	-4	25	-4	1	1
38	O=C(CO/N=C/c1cccc([N+](=O)[O-])c1)NC1CCCCC1	3	-4	-22	5	-1	21	-9	4	-16
39	CCOC(=O)/C(C#N)=C\C=C1C=CN(C)C=C1	-7	1	-10[20 µM]	9	5	12	-4	6	-23
40	CC(=O)OCC(OC(C)=O)C(OC(C)=O)C(OC(C)=O)C(=O)Nc1ccc(C)cc1C (stereo unspecified)	3	6	-27	8	-2	6	-8	4	0

# Pulled one by one from above (2):
entry	canonical_smiles	p97 inhibitor	TbHK1 inh	Furin inh	EP2 antag	Ba/F3 V617F tox	PPC-1+TRAIL kill	RBBP9 inh	BaF3 parental	NCF1 inh
26	COc1ccc2c(c1)O[C@H](c1ccc3c(c1)OCO3)[C@@H](O)C2=O	7	3	-16	11	-7	12	1	4	7
17	O=C(/C=C/c1ccc(Br)o1)NCc1ccccc1	3	-12	-33	5	-2	-6	-3	4	-16

# Some of these compounds in order of the p97 inhibitor value, falling.
No.	structure	p97 inhibitor
30	CCCc1[nH]nc2c1C1(C(=O)N(CC)c3ccccc31)C(C#N)=C(N)O2 (stereo unspecified)	1
27	Cc1cccc(N(C(=O)Nc2ccccc2)C2=NCC(C)S2)c1 (stereo unspecified)	-3
24	Cc1ccc(-c2nn3c(C)nnc3c3ccccc23)cc1S(=O)(=O)NCCO	-6
39	CCOC(=O)/C(C#N)=C\C=C1C=CN(C)C=C1	-7
32	CC(NC(=O)c1cc2c(=O)n(C)c3ccccc3c2n1C)c1ccc2c(c1)OCCO2 (stereo unspecified)	-9

# New compounds follow.
entry	canonical_smiles	p97 inhibitor	TbHK1 inh	Furin inh	EP2 antag	Ba/F3 V617F tox	PPC-1+TRAIL kill	RBBP9 inh	BaF3 parental	NCF1 inh
41	Cc1noc(C)c1COc1ccc(C(=O)OCC(=O)NC2CCCCC2C)cc1 (stereo unspecified)	-5	-2	-8[20 µM]	11	-1	20	-5	3	-7
42	CCOc1ccccc1OCCOCCOc1ccccc1[N+](=O)[O-]	2	3	-19	7	-2	-21	4	3	-2
43	CN1C(=O)SC(Nc2cccc3ccccc23)C1=O (stereo unspecified)	9	-3	-9[20 µM]	11&-7	-1	17	-1	1	-7
44	CCN(CC)c1nc(N)nc(NS(=O)(=O)c2ccc(Cl)cc2)n1	2	6	-29	12	-3	-6	-6	3	0
45	CN(C(=O)COC(=O)c1ccc(=O)n(Cc2ccccc2)n1)c1ccccc1	-1	-1	-14	2	5	-6	-4	5	-8
46	Cc1csc(=O)n1CC(=O)OCc1cccc2ccccc12	2	2	-5	5	0	20	4	-1	-11
47	COc1ccc(-c2cc(C)nc(SCC(=O)c3cccc([N+](=O)[O-])c3)n2)cc1	-10	0	2[20 µM]	7	5	15	-6	6	-7
48	Cc1nnc(N/N=C/c2ccc(O)c([N+](=O)[O-])c2)[nH]c1=O	-3	-17	-3	10	5	8	2	7	-17
